ER stress rescue: protection against thapsigargin-triggered cell killing – 384-well, CSM14.1, ATP luminescence, primary screen (AID 1222); 190,000 tested, under 10 active; CSM14.1 thapsigargin-induced death rescue, ATP luminescence; higher % means a stronger effect; cellular ATP content (survival), % at 20 µM; hits with a dose series show EC50 in µM;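 active = EC50 below 50 µM in the dose-response confirmation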;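 also: death triggered by thapsigargin at about 15 µM added after 2 h compound pretreatment; cell ATP read after overnight thapsigargin exposure of roughly 18 to 22 hours; normalized against plate controls of thapsigargin alone and 5% DMSO vehicle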
Large T inhibition: SV40 large T antigen inhibitors, biochemical (AID 1903). SV40 large T antigen ATPase/helicase inhibition assay; higher % means a stronger effect. inhibition, % at 20 µM, or IC50 in µM where a hit was titrated. 310,000 compounds, 0.39% hits; in the data active = a potency from the dose series; inconclusive = inhibition mostly from about 32% at the one dose, without a potency; inactive = the rest, 99 in 100 with inhibition below about 32%; also: strong numbers were not always called active
Insulin prom up: MIN6 insulin promoter up-regulation. MIN6 insulin promoter-GFP reporter, high-content imaging; active compounds read high. z-score at 5 µM. 190,000 compounds, 0.3% hits. AID 1625;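 active = z-score above 3 at 5 µM with at least 500 cells counted in the well; inconclusive = wells under 500 cells, flagged as cytotoxic or low count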
RSV CPE inhibition: inhibition of RSV-induced cytopathic effect – HEp-2 cells, primary 10 µM value included (AID 2391) | HEp-2 cells, RSV-induced CPE inhibition; higher % means a stronger effect | CPE inhibition, % at 10 µM, or IC50 in µM where a hit was titrated | 310,000 compounds, 0.13% hits; in the data active = a potency from the dose series; inconclusive = CPE inhibition mostly from about 23% at the one dose, without a potency; inactive = the rest, 99 in 100 with CPE inhibition below about 21%; also: strong numbers were not always called active
PMI inhibition: human PMI inhibitors, high substrate, primary screen, biochemical, fluorescence intensity, high mannose 6-phosphate (AID 1220). recombinant PMI enzyme, coupled fluorescence intensity; higher % means a stronger effect. one-dose inhibition, % at 20 µM; IC50 in µM for titrated hits. 190,000 compounds, 0.66% hits
PMI inhibitors: MPI enzyme activity inhibition – biochemical, fluorescence intensity, coupled assay, primary screen (AID 1209) | inhibition, % at 20 µM; hits with a dose series show IC50 in µM | purified PMI enzyme, coupled fluorescence intensity; higher % means a stronger effect | 190,000 compounds, 0.42% hits;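 also: plate controls were DMSO vehicle for no effect and wells lacking substrate for full effect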
TNAP activation fold: stimulation of alkaline phosphatase TNAP activity – biochemical, luminescent, no phosphate acceptor, uHTS, primary screen (AID 1001); purified TNAP, luminescent activation assay, no phosphate acceptor; higher activation fold means a stronger effect; one-dose activation fold at 20 µM; EC50 in µM for titrated hits; 200,000 compounds, 0.03% hits; in the data active = activation fold from about 3, or a potency from the dose series; inactive = the rest, 99 in 100 with activation fold below about 1.6; also: many of its hits are not listed in these tables
PhoP inhibition: PhoP-dependent GFP reporter repression – Salmonella Typhimurium, primary screen (AID 1863). S. Typhimurium PhoP-regulated promoter GFP reporter, 4 h; higher % means a stronger effect. one-dose inhibition, % at 50 µM; IC50 in µM for titrated hits. 300,000 compounds, 0.16% hits;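 active = inhibition over 29.93%, a cutoff 3 SD above the screen mean, later confirmed by dose response; inconclusive = inhibition over 29.93% but no dose response follow-up; inactive = inhibition at most 29.93% or unconfirmed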;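 also: 0% = low Mg2+ inducing control and 100% = high Mg2+ repressing control; strong numbers were not always called active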
West Nile virus CPE: inhibition of WNV-induced cytopathic effect – cell-based, CPE readout (AID 1621). West Nile virus-infected cells, CPE inhibition; higher % means a stronger effect. one-dose CPE inhibition, % at 10 µM; IC50 in µM for titrated hits. 290,000 compounds, 0.02% hits; in the data active = a potency from the dose series; inconclusive = CPE inhibition mostly from about 3.7% at the one dose, without a potency; inactive = the rest, 99 in 100 with CPE inhibition below about 2.2%; also: strong numbers were not always called active
Insulin prom up cell count: second read-out of Insulin prom up, no call of its own (marks repeat the call); cell count; measured here: cytotoxicity, nuclei count;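 total cells summed across four imaged fields per well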
* hit, by the source's call; ? = inconclusive; / = no result given; & = joins results of further samples. Rule as the data show it, unless noted: active = inhibition above about 50%; inactive = the rest. This is a random part of the collection (roughly 1.5% active in at least one column).

SMILES	ER stress rescue	Large T inhibition	Insulin prom up	Insulin prom up cell count	RSV CPE inhibition	PMI inhibition	PMI inhibitors	TNAP activation fold	PhoP inhibition	West Nile virus CPE
COc1ccccc1-n1cnc2cc(NS(=O)(=O)c3ccc(Br)cc3)ccc21	-0.1%	5%	0.26	991	14%	13%	17%	1	7%	?
COc1ccc(/C=C/C(=O)c2ccccc2)cc1COc1ccccc1F	6.6%	8%	/	/	/	-5%	6%	1.1	-10%	?
CC(C)OC(=O)c1cc2ccccc2oc1=O	2.6%	17%	/	/	0.6%	-6%	6%	1	-3%	-0.5%
CCOC(=O)CCN(Cc1sccc1C)S(=O)(=O)c1ccc(F)cc1	0.3%	4%	0.04	976	1.3%	2%	5%	1.1	12%	-0.3%
CN(C(=O)COC(=O)c1ccccc1Nc1ccccc1)C1CCS(=O)(=O)C1 (centres undefined)	-0.9%	8%	-0.92	1172	1.4%	-2%	2%	1.1	-7%	0.7%
Cc1ccccc1CC(=O)N1CCN(C(=O)C2CCCO2)CC1 (centres undefined)	/	5%	/	/	1.2%	/	/	/	-2%	0.2%
NS(=O)(=O)c1ccc(NC(=O)CSc2nnc(Cc3cccs3)n2-c2ccccc2)cc1	/	8%	0.08	1155	0.2%	-4%	5%	1.1	9%	0.4%
O=C(c1cc2c(cc1Br)OCCCO2)N1CCCCC1	-0.2%	5%	-0.01	1230	3.1%	-11%	-10%	1	0%	0.4%
N#C/C(=C\c1ccc(F)c(Cl)c1)S(=O)(=O)c1ccccn1	/	14%	/	/	0.2%	/	/	/	-14%	0.7%
Cc1ccccc1C(=O)N1CCN(c2ccc(NC(=O)c3ccc([N+](=O)[O-])o3)cc2)CC1	/	0%	/	/	-1.4%	/	/	/	3%	-1.8%
CCCCCC(O)c1cccc(OCc2ccc3ccccc3n2)c1 (centres undefined)	3.3%	-4%&12%	/	/	5.2%	10%	11%	1.1	-3%&-4%	-0.5%
CC(=O)Nc1ccc(/C=N/NC(=O)c2cc3ccccc3nc2C)cc1	-1.7%	17%	0.22	1196	0.8%	16%	11%	1	3%	0.7%
Cc1[nH][nH]c(=O)c1/C=N/N1CCOCC1	/	8%	-0.5	1121	1.6%	15%	9%	1.1	-4%	0.4%
O=S(=O)(Nc1ccc2c(c1)OCCO2)c1cnc[nH]1	-2.6%	-10%	-0.11	1236	2.4%	2%	5%	1	8%	0.4%
O=S(=O)(c1ccc2ccccc2c1)N1CCN(C2CCN(Cc3ccccc3)CC2)CC1	4.8%	18%	-0.9	887	11%	-3%	4%	1	15%	-0.6%
O=C(/C=C/c1c(Cl)nc2ccccn12)N1CCCCC1	/	5%	-0.12	1327	1.6%	-4%	-4%	1	0%	-0.2%
CNC(=O)COc1coc(CN2CCN(c3ccccc3OC)CC2)cc1=O	/	7%	/	/	0.1%	/	/	/	6%	-0.1%
Cc1ccc2nc(Cl)c(C#N)cc2c1	-1.4%	9%	-1	1463	1.2%	0%	1%	1.1	-6%	-0.2%
CC1CC(OCC(O)C[N+]2(C)CCOCC2)CC(C)(C)C1 (centres undefined)	-1.9%	7%	-0.15	1340	-0.4%	-8%	8%	0.9	-1%	0.1%
COc1ccc(-c2nnnn2C)cc1S(=O)(=O)Nc1ccc(C)cc1C	/	4%	/	/	2.4%	/	/	/	1%	-0.5%
CCCCN(C)CCC(=O)Nc1ccc(F)c(F)c1	0.0%	13%	-0.06	1320	1.8%	-2%	-3%	1.1	14%	-0.2%
O=C(NCc1nnc(SCc2ccccc2)n1-c1ccccc1)C12CC3CC(CC(C3)C1)C2	8.3%	11%	-0.28	1530	2.3%	2%	4%	1.1	-14%	/
CCCOc1ccc(C(=O)Nc2ccc3c(c2)OCO3)cc1	/	-7%	/	/	-1.2%	/	/	/	12%	0.1%
NC(=S)N=Nc1c(O)[nH]c2cc(F)c(F)cc12	-2.2%	8%	-0.92	1475	44%	3%	10%	0.9	4%	-0.8%
COc1ccc(S(=O)(=O)n2nc(OC(=O)c3cccs3)cc2N)cc1	5.2%	4%	/	/	2.5%	6%	-7%	1	16%	0.4%
COc1ccc(C(=O)Nc2ccc(CN3CCS(=O)(=O)CC3)cc2)cc1	/	12%	0.15	1482	/	/	/	/	-6%	0.1%
COC(=O)C1(C(F)(F)F)N=C(C(F)(F)F)Nc2ccc(Cl)cc21 (centres undefined)	-2.3%	1%	0.01	1021	1.4%	7%	4%	1.1	0%	-0.6%
CC(=O)N/C(=C\c1ccccc1)C(=O)NCC(=O)O	-2.2%	7%	-0.12	1512	/	-8%	-3%	1	1%	-0.1%
CC(C)C(C(=O)O)N1CCS(=O)(=O)CC1 (centres undefined)	2.7%	9%	0.42	1302	1.2%	4%	-7%	1.1	-4%	0.1%
CCOC(=O)c1cnc2c(OC)cccc2c1N1CC(C)CC(C)C1 (centres undefined)	/	7%	/	/	6.8%	/	/	/	12%	-1.1%
CN(CCOc1ccc(Cl)cc1)C(=O)c1ccc(S(=O)(=O)N2CCOCC2)cc1	-1.5%	19%	-0.28	1566	-1.0%	4%	-6%	1	-3%	-1.3%
COc1ccc(CNCc2ccc(OC)c3ccccc23)cc1	/	7%	/	/	-2.8%	/	/	/	4%	-0.1%
COc1ccc(NC(=O)CNc2ccc(C#N)cc2)cc1	-0.5%	-5%	-0.22	1364	0.7%	-7%	-17%	1.2	1%	-1.0%
CCOC(=O)C1(C)NC(c2ccccc2F)C2C(=O)N(c3cccc(C(C)=O)c3)C(=O)C21 (centres undefined)	-0.5%	7%	/	/	1.0%	8%	5%	1.1	7%	0.1%
CCN(CCNC(=O)C1CCN(c2nnc(-n3cccc3)s2)CC1)c1ccccc1	0.3%	6%	0.57	2009	1.5%	12%	16%	1.1	7%	0.1%
CC(C)Sc1nnc(Nc2ccccc2)s1	-3.1%	2%	0.71	1100	-0.2%	2%	1%	1.1	-11%	0.2%
C/C(=N\NC(=O)CNC(=O)c1ccccc1F)c1ccco1	/	10%	/	/	0.3%	/	/	/	0%	0.2%
O=C(Nc1ccc(N2CCCC2)cc1)c1cc(Br)ccc1Cl	/	7%	/	/	6.2%	/	/	/	16%	-0.3%
COc1cc(/C=N\NC(=O)c2ccc(Cl)cc2)ccc1Oc1ccc([N+](=O)[O-])cn1	/	21%	0.37	1065	7.1%	/	/	/	-9%	0.4%
COc1ccc(S(=O)(=O)N2CCOCC2)cc1NC(=O)c1ccc(-n2nc(C)cc2C)cc1	/	11%	0.24	829	0.5%	/	/	/	/	0.0%
CCCCCCCCCCS(=O)(=O)N/N=C/c1ccc(O)cc1	0.6%	3%	-0.45	1484	?	5%	13%	0.9	1%	-0.9%
CC(C)(C)C(=O)Cn1nnc(-c2ccc(C(F)(F)F)cc2)n1	/	3%	-0.52	1335	/	/	/	/	0%	-0.9%
Cc1onc(-c2ccccc2)c1-c1nnc(-c2ccccc2C(F)(F)F)o1	/	4%	0.24	1465	7.3%	/	/	/	-7%	-1.2%
Cc1ccc(-c2nn(-c3ccccc3)cc2/C=C/C(=O)OCC(=O)NC2CC2)o1	-1.4%	3%	0.38	1240	0.6%	0%	-1%	1.1	5%	0.2%
Cc1cc2cc(CCNC(=O)c3c(-c4ccccc4Cl)noc3C)c(=O)[nH]c2cc1C	-3.8%	2%	-0.21	1878	/	5%	6%	1.1	5%	0.8%
Cc1ccn2cc(CNS(=O)(=O)c3ccc(Cl)s3)nc2c1	0.0%	8%	-0.25	897	-0.6%	-11%	-24%	0.9	6%	-0.3%
CC(=O)Nc1ccc(S(=O)(=O)N2CCN(Cc3cccnc3)CC2)cc1	6.9%	0%	-1	855	0.8%	-8%	6%	1	6%	0.6%
CCC(C)(c1ccc(C(=O)OC)s1)c1ccc(C(=O)OC)s1	-0.6%	-1%	0.11	1142	0.2%	-6%	-3%	1.1	13%	-0.8%
CC1CCCC(NC(=O)COC(=O)c2ccc(S(=O)(=O)N3CCOCC3)cc2)C1C (centres undefined)	-2.5%	3%	1	1119	2.7%	15%	13%	1.1	-3%	-0.1%
CCC(C(=O)N1CCOCC1)n1c(C(=O)OC)cc2occc21 (centres undefined)	-0.6%	-2%	0.11	1231	-1.1%	3%	5%	1.1	-1%	-0.3%

3 compounds already listed, arranged by formula weight, largest number first:
SMILES	ER stress rescue	Large T inhibition	Insulin prom up	Insulin prom up cell count	RSV CPE inhibition	PMI inhibition	PMI inhibitors	TNAP activation fold	PhoP inhibition	West Nile virus CPE
Cc1ccc(-c2nn(-c3ccccc3)cc2/C=C/C(=O)OCC(=O)NC2CC2)o1	-1.4%	3%	0.38	1240	0.6%	0%	-1%	1.1	5%	0.2%
Cc1ccn2cc(CNS(=O)(=O)c3ccc(Cl)s3)nc2c1	0.0%	8%	-0.25	897	-0.6%	-11%	-24%	0.9	6%	-0.3%
CCC(C)(c1ccc(C(=O)OC)s1)c1ccc(C(=O)OC)s1	-0.6%	-1%	0.11	1142	0.2%	-6%	-3%	1.1	13%	-0.8%

Next part:
SMILES	ER stress rescue	Large T inhibition	Insulin prom up	Insulin prom up cell count	RSV CPE inhibition	PMI inhibition	PMI inhibitors	TNAP activation fold	PhoP inhibition	West Nile virus CPE
O=C(COC(=O)CCCOc1ccccc1)NNC(=O)c1ccc([N+](=O)[O-])cc1	/	10%	/	/	8.9%	/	/	/	1%	-0.3%
CCC(C)(C)NC(=O)/C=C/c1ccc(OC)c(S(=O)(=O)N2CCOCC2)c1	-4.2%	23%	0.36	1408	0.8%	4%	8%	1.1	9%	-0.6%
CCOCCOC(=O)c1ccc(NC(=O)c2cc(OC)c(OC)c(OC)c2Br)cc1	-0.6%	2%	-0.18	1525	2.6%	1%	14%	1.1	13%	-0.5%
O=C(CSc1ncccn1)Nc1cccc2ccccc12	/	7%	/	/	1.3%	/	/	/	4%	0.0%
COc1ccc(-c2nc3c(s2)CCc2onc(-c4ccc(Br)cc4)c2-3)cc1	/	9%	/	/	3.6%	/	/	/	-8%	3.1%
Cc1ccc(OCC(=O)N(Cc2ccco2)C2CCS(=O)(=O)C2)cc1 (centres undefined)	/	8%	/	/	3.5%	/	/	/	-5%	-0.4%
CCCNC(=O)Cn1c(=O)/c(=C\c2ccc(-c3cccc([N+](=O)[O-])c3)o2)s/c1=C\C(=O)C(C)(C)C	0.7%	4%	1.5	941	4.5%	-30%	-39%	0.8	3%	0.2%
CCC(=O)Nc1ccc2c(c1)ncn2-c1ccc(C)cc1	-2.5%	1%	-1.4	1209	3.2%	-6%	-7%	1.2	-10%	0.6%
CC(=O)c1cn(CC(=O)NCc2ccc3c(c2)OCO3)c2ccccc12	-2.5%	21%	0.61	900	4.1%	2%	4%	1.1	-10%	-0.7%
CCOc1ccccc1C(=O)N1CCN(c2cccc(Cl)c2)CC1	-0.3%	10%	-0.88	828	7.6%	7%	6%	1.1	-3%	-1.0%
COc1cc2c(cc1OC)-c1n[nH]c(=S)n1C(C)(C)C2	-9.2%	16%	-0.8	1430	9.2%	5%	7%	1.3	-2%	1.4%
Cc1ccc(-c2csc3ncnc(-n4nnc5ccccc54)c23)cc1	4.7%	7%	-0.39	1379	8.4%	46%	6%	1.1	0%	?
Nc1nnnn1/N=C/c1cc([N+](=O)[O-])ccc1O	/	11%	/	/	-1.8%	/	/	/	17%	0.1%
